# Source: PubChem BioAssay (several laboratories)
# MDM2 E3 inh – inhibitors of human Mdm2 E3 ubiquitin ligase; Q00987; cell-based MDM2 ubiquitination luciferase reporter, 2 h; 0 = plate control, 100 = twice control, blank-subtracted; signal enhancement, % at 5 µM; 210,000 compounds, 0.11% hits; AID 1230;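 active = signal enhancement of 30% or more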;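 note: luminescence tracks abundance of the self-degrading MDM2-luciferase fusion protein; higher signal means inhibition of MDM2 E3 ligase activity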
#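 Assay system: stable mammalian line carrying autodegrading MDM2–luciferase fusion reporter; amount: 2000 cells seeded into each well; buffer or medium: DMEM; benchmarks: plate control and blank wells; signal: luciferase luminescence; timing: 2 h compound exposure at 37 °C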
# TNF necrop inh – TNF-alpha cell death inhibition in Jurkat FADD-/- cells; 220,000 compounds, 0.068% hits; Jurkat FADD-/- TNF necroptosis rescue, ATP luminescence, 24 h; 0 = TNF only, 100 = no-TNF cells; activation (protection from cell death), % at 10 µM;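 active = activation, meaning protection from cell death, of at least 50% relative to plate controls; inactive = activation below 50%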;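 note: necroptosis triggered by 40 ng/mL TNF-alpha added together with compound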
# p47phox inh – p47phox (human) inhibition; AID 1274; inhibition, % at 24.7 µM; 220,000 compounds, 0.53% hits; p47phox/p22phox peptide binding, fluorescence polarization, 2 h; P14598;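 active = inhibition above about 30%, limit read from the data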;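 note: 0% = p47phox with labelled peptide and 100% = labelled peptide alone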
# zfTRPN1 agonist – activates the zebrafish TRPN1 channel | activation, % at 3 µM | 220,000 compounds, 0.18% hits | HEK293 zebrafish TRPN1-YFP, Fluo-8 calcium fluorescence; 100% = response to 87 µM carbachol;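 active = activation above its plate's cutoff, the mean activation of test wells on that plate plus 3 SD, cut at about 19% in these data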;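 note: 0% = DMSO alone and 100% = 87 µM carbachol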
#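 Assay system: Zebrafish TRPN1-YFP in HEK293 cells | Incubation: Dye loading 1 h at 37 °C, then 30 min room temperature | Measured by: Kinetic Fluo-8 fluorescence, ex 470-495, em 515-575 nm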
# PPC-1+TRAIL kill – kills PPC-1 cancer cells in the presence of TRAIL | PPC-1 cells + TRAIL, ATPLite viability luminescence | cell killing (% activity), % at 4 µM | 220,000 compounds, 0.41% hits;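 active = cell killing above 50% in the first pass at 4 µM, then a duplicate retest at 5 µM averaging 50% or more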;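 note: plate controls were cells with TRAIL plus DMSO for no effect and medium-only wells lacking cells for full effect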
# TRPML3 ag – human mucolipin-3 channel agonism; Q8TDD5; HEK293 TRPML3-YFP, Fluo-8 calcium fluorescence; 100% = the carbachol control signal; activation, % at 3 µM; 220,000 compounds, 0.29% hits;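 active = activation above its plate's cutoff, the mean activation of the plate's test wells plus 3 SD, cut at about 12% in these data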;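 note: 0% = DMSO only wells and 100% = carbachol wells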
#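 Test system – HEK293 line with stable expression of human TRPML3-YFP channel · Control set – carbachol 87 µM final as high control (100%), DMSO as low control (0%) · Signal – Fluo-8 calcium dye fluorescence, ex 470-495, em 515-575 nm · Incubation – 1-h 37 °C dye load, 5-s basal, 120-s post-compound reads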
# EBV gp42 block – blocks Epstein-Barr virus glycoprotein 42 binding; AID 1085; Q1HVG2; inhibition, % (tested at 21.74 µM); 220,000 compounds, 0.42% hits; Fluorescence polarization binding assay, mP read-out; in the data active = inhibition above about 50%
# Target sequence (Q1HVG2 whole entry, looked up): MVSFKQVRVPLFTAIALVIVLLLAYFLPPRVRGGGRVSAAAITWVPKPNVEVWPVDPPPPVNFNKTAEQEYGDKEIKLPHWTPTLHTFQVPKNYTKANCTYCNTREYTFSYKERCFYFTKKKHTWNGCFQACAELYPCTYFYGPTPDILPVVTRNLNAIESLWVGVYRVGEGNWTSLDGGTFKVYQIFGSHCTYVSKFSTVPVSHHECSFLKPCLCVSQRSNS
# CHOP inhibitor – blocks CHOP induction under ER stress | CHO-K1 CHOP-promoter luciferase, tunicamycin-induced, 15-18 h | 220,000 compounds, 3.8% hits | inhibition, % at 10 µM;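 active = compounds that reduced the stress-induced luciferase reporter signal by more than about 70% of percent inhibition, limit read from the data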;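 note: 0% = tunicamycin plus vehicle and 100% = wells without tunicamycin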
# Runt-SMMHC FRET – inhibitors of human RUNX1 Runt domain binding to CBFb-SMMHC; Q01196+Q13951; Cerulean-Runt/Venus-CBFb-SMMHC FRET ratio 530/480, 1 h; inhibition, % at 20 µM; 220,000 compounds, 0.74% hits;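 active = mean inhibition across duplicate retests at 20 µM reaching about 50%, limit read from the data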;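 note: 0% = DMSO wells and 100% = wells with excess untagged CBFb-SMMHC; inhibitors lower the FRET ratio by blocking Runt binding to CBFb-SMMHC; some results filed as inactive read as strong as hits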
# Target sequence (Q01196 whole entry, looked up, the tested form may be a part): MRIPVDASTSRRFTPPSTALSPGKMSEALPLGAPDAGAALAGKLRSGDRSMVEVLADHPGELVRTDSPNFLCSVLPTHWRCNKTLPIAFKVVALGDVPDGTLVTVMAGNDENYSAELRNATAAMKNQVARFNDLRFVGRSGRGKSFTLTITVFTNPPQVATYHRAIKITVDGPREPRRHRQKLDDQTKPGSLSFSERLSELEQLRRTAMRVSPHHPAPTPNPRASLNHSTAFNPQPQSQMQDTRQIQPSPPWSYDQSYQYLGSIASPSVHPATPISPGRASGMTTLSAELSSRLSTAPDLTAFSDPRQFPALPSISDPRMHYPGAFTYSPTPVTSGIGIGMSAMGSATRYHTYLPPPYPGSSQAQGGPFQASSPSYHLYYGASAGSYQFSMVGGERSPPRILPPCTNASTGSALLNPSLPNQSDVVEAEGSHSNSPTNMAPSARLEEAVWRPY
# Target sequence (Q13951 whole entry, looked up, the tested form may be a part): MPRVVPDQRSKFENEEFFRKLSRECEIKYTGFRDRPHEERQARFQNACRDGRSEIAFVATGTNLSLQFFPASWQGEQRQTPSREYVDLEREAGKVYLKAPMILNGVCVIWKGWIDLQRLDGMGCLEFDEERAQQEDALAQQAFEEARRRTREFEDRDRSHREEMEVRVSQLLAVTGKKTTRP
# * marks the source's active call; other numbers are inactive results; / = not tested or not shown.
# Preview, 4 compounds:
# Every second line gives: MDM2 E3 inh, TNF necrop inh, p47phox inh, zfTRPN1 agonist, PPC-1+TRAIL kill, TRPML3 ag, EBV gp42 block, CHOP inhibitor, Runt-SMMHC FRET
- c1ccc(OCc2nn3c(-c4ccncc4)nnc3s2)cc1
→ -10.3, 1.5, 5.5, -0.3, 3.5, 0.8, -19.9, -2.4, -5.2
- C=CCn1c(SCc2nnc(-c3ccccc3)o2)nnc1C(O)c1ccccc1 (centres undefined)
→ -1.8, -2.6, -4.7, 0.6, 8.0, -0.5, 1.5, 14.0, 0.0
- COc1ccc(C(=O)NNC(=O)C2CCN(S(=O)(=O)c3ccc(C)cc3)CC2)cc1
→ /, 0.6, -2.9, -1.2, 9.8, -0.4, -3.0, 14.9, 0.6
- O=S(=O)(c1ccc(Br)cc1)N1CCN(c2ccc3nnc(-c4ccccc4)n3n2)CC1
→ 7.9, -5.4, -5.2, 0.7, -6.7, 0.2, -4.2, 79.8*, 1.5

# This part in full, from the start:
# Every second line gives: MDM2 E3 inh, TNF necrop inh, p47phox inh, zfTRPN1 agonist, PPC-1+TRAIL kill, TRPML3 ag, EBV gp42 block, CHOP inhibitor, Runt-SMMHC FRET
- c1ccc(OCc2nn3c(-c4ccncc4)nnc3s2)cc1
→ -10.3, 1.5, 5.5, -0.3, 3.5, 0.8, -19.9, -2.4, -5.2
- C=CCn1c(SCc2nnc(-c3ccccc3)o2)nnc1C(O)c1ccccc1 (centres undefined)
→ -1.8, -2.6, -4.7, 0.6, 8.0, -0.5, 1.5, 14.0, 0.0
- COc1ccc(C(=O)NNC(=O)C2CCN(S(=O)(=O)c3ccc(C)cc3)CC2)cc1
→ /, 0.6, -2.9, -1.2, 9.8, -0.4, -3.0, 14.9, 0.6
- O=S(=O)(c1ccc(Br)cc1)N1CCN(c2ccc3nnc(-c4ccccc4)n3n2)CC1
→ 7.9, -5.4, -5.2, 0.7, -6.7, 0.2, -4.2, 79.8*, 1.5
- CNc1ccc(Cl)nn1
→ -12.6, 0.3, -5.8, -0.5, 10.1, 0.7, -17.3, 19.8, -1.0
- COc1cc2cc(C)c(SCC(=O)N3CCOCC3)nc2cc1OC
→ -13.4, -0.1, -7.1, -0.1, 11.7, -0.8, 1.5, -16.4, 7.6
- CCn1c(SCC(=O)Nc2oc(-c3ccccc3)c(-c3ccccc3)c2C#N)nnc1-c1ccncc1
→ -0.3, 0.6, -18.9, -0.1, 10.8, 0.6, 0.1, -3.0, -7.2
- COC(=O)Cn1c2c(c3cc(C)ccc31)CCCC2
→ -2.4, /, -3.5, /, 0.6, /, -0.6, 47.9, -9.5
- O=C(c1cccn2c(=O)c3ccc(Cl)cc3nc12)N1CCN(Cc2ccc3c(c2)OCO3)CC1
→ -5.7, -2.0, -11.1, 1.7, 23.0, 0.1, 0.2, 20.9, 7.7
- COc1ccc(OC(C)C(=O)NCCc2nc3ccccc3[nH]2)cc1 (centres undefined)
→ -5.7, 4.2, -11.5, -1.4, 14.3, -1.0, -10.2, 12.8, 2.6
- COc1ccc(CNC(=O)COC(=O)CCCOc2ccc(Cl)cc2Cl)cc1OC
→ 5.6, 0.8, 4.9, 0.9, 18.9, 0.2, -26.3, 20.8, -4.5
- COc1ccc(CCNS(=O)(=O)c2ccc(F)cc2)cc1OC
→ -15.1, -1.1, 0.3, 1.0, 4.1, 1.1, -20.3, -3.7, 3.5
- CCOC(=O)c1sc2nc(SC)nc(-c3ccc(Cl)cc3)c2c1N
→ -8.4, -2.7, -2.2, 1.2, -0.1, 0.7, -9.1, 67.1, -198.1
- Cc1cc2c(c(=O)o1)C(C1C=CCCC1)C(C#N)=C(N)O2 (centres undefined)
→ -7.2, -2.7, -46.4, 0.7, 17.6, 0.0, -7.1, 8.8, 7.8
- Cc1nc2ccccn2c1C(=O)N/N=C/c1ccc([N+](=O)[O-])o1
→ -6.7, -7.8, 2.3, 2.9, 9.2, 0.5, -1.4, -29.3, -9.0
- CCCCC(=O)Nc1ccc(NC(=O)C2CC2)cn1
→ -17.7, 1.1, -18.9, 1.4, 1.8, 0.3, -7.9, 30.0, 0.6
- CC1CCCCN1C(=O)c1cc(-c2ccc(Cl)c(Cl)c2)on1 (centres undefined)
→ -10.9, 3.7, -6.5, -0.1, 12.0, 1.1, -29.9, 44.9, 1.0
- CN(CC(=O)NCc1ccccc1)S(=O)(=O)c1cnc[nH]1
→ -35.0, 0.0, -5.0, -0.7, 22.0, 0.9, 6.0, 9.8, -3.4
- CCC(NS(=O)(=O)c1ccc(OC)cc1)C(=O)O (centres undefined)
→ -6.5, -0.8, -5.3, 1.1, 10.5, 1.1, 5.2, 13.9, 5.8
- COC(=O)CN1C(=O)C2(C(C#N)=C(N)Oc3c2c(C)nn3-c2ccccc2)c2ccccc21 (centres undefined)
→ 0.6, -8.9, -6.0, 0.4, 19.0, -0.1, -4.0, 3.4, 6.0

# Every second line gives: MDM2 E3 inh, TNF necrop inh, p47phox inh, zfTRPN1 agonist, PPC-1+TRAIL kill, TRPML3 ag, EBV gp42 block, CHOP inhibitor, Runt-SMMHC FRET
- Cn1c(=O)oc2cc(S(=O)(=O)NCCCN3CCCC3=O)ccc21
→ -11.1, -0.3, -8.0, 1.3, 31.2, 1.0, -10.2, -0.4, -9.5
- CN(C)CCCn1c(=O)n(CCc2ccccc2)c(=O)c2c3c(sc21)CCCCC3
→ -5.2, -7.7, -18.0, 1.9, -11.7, 2.2, -12.8, 47.9, 0.5
- Cc1nn(CCc2n[nH]c(=S)n2-c2ccc(F)c(Cl)c2)c(C)c1[N+](=O)[O-]
→ -51.4, -2.2, -8.6, -0.1, 9.9, 0.3, -16.6, -27.0, 4.5
- Cc1cc(CSc2nc(C)cc(=O)[nH]2)c2ncccc2c1
→ -0.7, 2.3, -20.4, -1.1, 15.1, 0.2, -3.0, 86.8*, 1.4
- Cc1ccc(C(=O)CCCn2nnc(-c3cccnc3)n2)cc1C
→ -14.6, -0.4, -13.1, 0.3, 17.0, -0.1, -2.5, 15.9, 5.1
- COCCn1c(N)c(N(Cc2ccccc2)C(=O)C2CCCC2)c(=O)[nH]c1=O
→ -1.3, 0.3, -4.0, 1.8, 0.0, 1.1, -6.7, 2.1, 6.0
- S=C(Nc1ccc(Cl)cc1Cl)N1CCOCC1
→ -8.3, -2.1, -4.3, 0.5, 15.1, 0.9, 2.9, 15.2, 1.8
- O=P(O)(COc1ccccc1)COc1ccccc1
→ -6.9, -13.2, -9.6, 0.3, 26.6, 0.8, -17.1, -7.2, -4.0
- Cc1ccc(F)c(NC=C2C(=O)OC(C)(C)OC2=O)c1
→ 13.1, 0.9, -4.9, 0.6, 7.8, 0.4, -2.0, 5.1, 2.1
- CCOC(=O)c1c(C)[nH]c(C)c1C(=O)CSc1nc2ccccc2[nH]1
→ -3.5, -0.3, 11.8, 1.8, -1.7, -0.2, -11.8, 0.5, 5.1
- O=c1c2cc(Br)ccc2nc(-c2ccc([N+](=O)[O-])cc2)n1O
→ -9.6, -0.2, -10.6, 1.0, 3.3, 0.6, -4.1, 22.3, 0.2
- COc1cccc(-c2cc(C(=O)Nc3cnn(Cc4ccccc4C)c3)no2)c1
→ -10.5, -1.8, 70.0*, 0.6, 3.0, 0.9, -5.6, 4.6, -5.9
- COc1ccc(NS(=O)(=O)c2c(C)cc(C)cc2C)cc1
→ -26.7, -0.2, -9.5, -1.3, 8.5, -0.6, -8.6, 46.6, -2.3
- Cc1ccc(C(=O)OCC(=O)Nc2sccc2C(N)=O)cc1NC(=O)c1ccco1
→ -29.0, -3.1, -19.3, 1.4, 16.0, 0.6, 10.0, 71.9*, -4.4
- N#Cc1c(Cl)cccc1Oc1ccc(S(=O)(=O)Nc2ccccc2)cc1
→ -5.2, 1.1, 1.4, 0.7, 7.5, -0.3, 5.4, 4.0, 1.5
- O=C(/C=C/c1ccccc1[N+](=O)[O-])N1CCN(c2ccccc2F)CC1
→ -9.8, -0.4, -2.0, -0.6, 12.9, 0.6, -3.0, -1.7, -2.3
- CCOc1ccccc1NC(=O)CC1SC(=N)N(c2ccccc2)C1=O (centres undefined)
→ -1.3, 2.0, 2.7, 0.3, 17.1, 0.1, -1.4, -1.3, 0.3
- CC(=O)N1C(C)(C)CC(=NOC(=O)c2ccccc2)CC1(C)C
→ -8.4, -0.1, -1.0, 0.2, 1.3, 0.8, -2.1, 14.2, 4.3
- Cc1ccc(Nc2nc(Cl)nc(N(C)C#N)n2)cc1
→ -4.2, -20.8, -15.1, -1.4, -3.2, -0.9, -6.2, -82.0, -1.6
- CC(=O)c1cc(F)c(N2CCN(C(=O)c3ccco3)CC2)cc1C
→ 1.3, -1.9, -4.2, 0.2, 15.9, 0.8, -10.1, -27.9, -2.9

Structure,MDM2 E3 inh,TNF necrop inh,p47phox inh,zfTRPN1 agonist,PPC-1+TRAIL kill,TRPML3 ag,EBV gp42 block,CHOP inhibitor,Runt-SMMHC FRET
COc1ccc(-n2c(=S)[nH]c3ccccc32)cc1,-18.4,-6.2,-38.2,0.8,28.2,-0.7,-6.0,24.8,6.7
Cn1cc(CN2CCc3sccc3C2)c(-c2ccccc2F)n1,-12.9,-0.5,-9.7,-0.2,14.9,-0.1,1.5,12.4,-2.2
Cn1cc(CN2CCCC(C(=O)c3cc(F)ccc3F)C2)c2ccccc21 (centres undefined),1.9,5.8,-4.1,0.5,10.7,1.2,-3.9,46.9,2.1
CCc1ccc2c(c1)c1nc(C)sc1n2CC(=O)OC,-10.6,0.4,-7.3,-1.8,3.3,0.2,4.0,4.6,-1.2
O=C(OC1CCOC1=O)c1cc(-c2ccc(Br)cc2)nc2ccccc12 (centres undefined),-8.8,-0.6,-13.9,1.2,15.5,0.8,5.3,41.7,2.3
Cc1noc(NS(=O)(=O)c2ccc(NC(=O)Nc3ccc(Cl)c(Cl)c3)cc2)c1C,2.9,0.2,-79.7,1.2,-1.7,0.7,-11.7,25.1,-11.4
CC(C)CCNC(=O)CCCOc1cc(=O)n(C)c2ccccc12,-14.9,-8.6,-1.9,0.1,5.6,-0.4,-5.6,-31.7,2.0
CC(C)(C)Nc1nc2cc([N+](=O)[O-])ccc2o1,-5.5,8.7,-2.7,0.7,-18.6,-0.1,-20.0,16.1,-3.6
CCOC(=O)c1cc2occc2n1CC(=O)N1CCCc2ccccc21,-13.2,-5.1,-10.3,-1.3,15.5,-1.8,-14.1,55.1,-9.7
CCOc1ccc(NC(=O)CC2SC(=O)N(c3ccccc3)C2=O)cc1 (centres undefined),-1.7,3.1,-14.4,0.8,7.2,0.4,-12.4,-6.9,-3.7
O=C(N/N=C/c1ccc(OC(F)F)cc1)c1ccc(Br)cc1,-0.7,-2.0,-24.2,0.1,-24.1,-0.2,-17.7,22.7,3.8
Cc1cccc(C(=O)N2CCN(c3ccc(N4CCOCC4)nn3)CC2)c1,-5.5,-1.9,-4.8,1.0,12.2,0.7,-4.1,13.1,7.2
O=C(N1CCN(c2ccccc2)CC1)C1(c2cccs2)CCOCC1,-12.4,0.8,-1.6,-0.7,26.1,0.9,13.7,-20.1,-1.6
